GRP78 ERSR act = qHTS for Inducers of the Endoplasmic Reticulum Stress Response (ERSR) in Human Glioma: qHTS. U87-MG GRP78 promoter luciferase reporter, 16 h. Potency, µM, for the others: top-dose activation, usual class: activators. hit rate 0.02% among 420,000. AID 602332, 2012; further: potency means the concentration at half of the fitted maximal effect; series mostly up to about 76 µM; % of control where 0% means no effect; nearly all actives have a fitted effect of over 35% in size
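Stably transfected U87-MG human glioma cells carrying a GRP78-based luminescent sensor were seeded at 1000 cells/well, pin-dosed with compounds and incubated 16 h. Luciferase reagent was then added, and end-point luminescence was read after 10 min at room temperature.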
Vif-APOBEC3F blk = qHTS for Inhibitors of Vif-A3F Interactions: qHTS; HeLa A3F-eYFP + Vif (tagged APOBEC3F with the HIV-1 protein that degrades it), YFP fluorescence increase; Potency, µM (titrated, usually from 46.1 µM), for the others: top-dose activity, negative = active; hit rate 0.2% among 390,000; AID 602313, 2012; further: potency means the concentration at half of the fitted maximal effect; % of control where 0% means no effect; nearly all actives have a fitted effect of over 65% in size
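Fluorescence increase (Ex 488/Em 500-530) after overnight compound treatment at 37 deg C flags inhibition of Vif-driven A3F-eYFP loss in stable HeLa A3F-eYFP/Vif cells seeded overnight beforehand.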
Vif-APOBEC3G blk = qHTS for Inhibitors of Vif-A3G Interactions: qHTS. DNA dC->dU-editing enzyme APOBEC-3G (Homo sapiens), Q9HC16. HeLa A3G-eYFP + Vif (tagged APOBEC3G with the HIV-1 protein that degrades it), YFP fluorescence, overnight. hit rate 0.076% among 410,000. Potency, µM (top dose mostly 46.1 µM), for the others: top-dose activity, negative = active, usual class: inhibitors;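 further: potency means the concentration at half of the fitted maximal effect; on the % scale 0 is the no-effect control and ±100 the full control effect; nearly all actives have a fitted effect of over 60% in size; hits raise eYFP signal because A3G escapes Vif-driven loss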
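Read-out is eYFP fluorescence (Ex 488/Em 500-530) from Vif-expressing HeLa A3G-eYFP cells; more signal means A3G escaped Vif-mediated degradation. Cells plated overnight, compound pinned in, incubated overnight at 37 deg C.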
RXFP1 antag = qHTS Assay for Antagonists of the Relaxin Receptor RXFP1; Relaxin receptor 1 (Homo sapiens), Q9HBX9; HEK293-RXFP1, relaxin-stimulated cAMP HTRF, 30 min; stronger effect = lower value; activity change, negative = inhibition, % at 57.5 µM; hit rate 0.59% among 350,000; AID 1259400, 2018;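 active means activity change of -60% or lower, but not beyond a set lower limit; inconclusive means change between -60% and -40%, or beyond the set limit; inactive means change above -40%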; further: on the % scale 0 is the no-effect control and ±100 the full control effect
D1 PAM = Potentiators of Human D1 Dopamine Receptor: qHTS | hit rate 0.036% among 360,000 | potentiation, % at 10 µM | D(1A) dopamine receptor (Homo sapiens), P21728 | HEK293 TREx D1 cells, calcium flux, dopamine EC20 potentiation; in the data active means potentiation above about 30%; further: 0% is about no effect
Target sequence (P21728 whole entry, looked up): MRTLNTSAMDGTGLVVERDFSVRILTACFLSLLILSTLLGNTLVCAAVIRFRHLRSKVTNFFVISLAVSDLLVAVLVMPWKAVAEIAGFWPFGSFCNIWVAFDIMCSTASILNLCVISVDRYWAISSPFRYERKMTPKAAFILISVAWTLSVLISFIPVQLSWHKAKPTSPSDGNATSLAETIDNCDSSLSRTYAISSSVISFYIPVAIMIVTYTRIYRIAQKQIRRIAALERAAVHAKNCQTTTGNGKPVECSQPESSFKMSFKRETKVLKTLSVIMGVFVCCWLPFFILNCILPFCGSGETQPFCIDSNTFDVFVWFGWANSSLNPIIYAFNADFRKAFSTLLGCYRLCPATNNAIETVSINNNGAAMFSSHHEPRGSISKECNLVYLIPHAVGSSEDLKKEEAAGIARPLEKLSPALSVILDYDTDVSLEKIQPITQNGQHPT
D2 potentiator = HTS Assay for Positive Allosteric Modulators of the Human D2 Dopamine Receptor: Primary Screen for Potentiators | hit rate 0.34% among 340,000 | potentiation, % at 10 µM | HEK293 T-REx D2, calcium flux, EC20 dopamine potentiation | D(2) dopamine receptor (Homo sapiens), P14416 | AID 485347, 2010;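 active means potentiation over 3 SD above the plate norm, cut at about 30% in these data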; further: 0% is about no effect
Target sequence (P14416 whole entry, looked up): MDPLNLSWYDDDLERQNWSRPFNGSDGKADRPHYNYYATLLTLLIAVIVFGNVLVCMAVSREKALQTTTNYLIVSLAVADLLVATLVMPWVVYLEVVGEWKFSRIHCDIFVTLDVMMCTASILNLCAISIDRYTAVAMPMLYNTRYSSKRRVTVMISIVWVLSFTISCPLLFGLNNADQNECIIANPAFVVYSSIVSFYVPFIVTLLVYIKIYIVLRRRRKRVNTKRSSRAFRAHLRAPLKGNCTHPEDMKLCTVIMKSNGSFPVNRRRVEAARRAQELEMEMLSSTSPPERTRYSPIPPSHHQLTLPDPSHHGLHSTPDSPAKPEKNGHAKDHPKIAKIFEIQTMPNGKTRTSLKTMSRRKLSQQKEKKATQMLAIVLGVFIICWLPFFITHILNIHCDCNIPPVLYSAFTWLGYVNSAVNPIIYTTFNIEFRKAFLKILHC
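Potentiation of an EC20 dopamine calcium response measured kinetically over 180 s, after a preceding 180 s compound-only read flagging agonists. Cells: inducible Hek293 Trex D2 line, 4000/well, cultured overnight at 30 C before dye loading.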
D1 antag = Antagonist of Human D 1 Dopamine Receptor: qHTS. HEK293 TREx D1 cells, calcium flux, dopamine EC80; stronger effect = lower value. activity change, negative = inhibition, % at 10 µM. hit rate 3.2% among 360,000; in the data active means activity change below about -30%; further: on the % scale 0 is the no-effect control and ±100 the full control effect
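Tetracycline-induced HEK293 T-REx cells with force-coupled D1 receptor were loaded with a no-wash calcium dye. Compound was added after a 10 s baseline and read kinetically for 180 s; EC80 dopamine was then added and calcium flux followed another 180 s.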
RXFP1 agonist = qHTS Assay for Agonists of the Relaxin Receptor RXFP1; HEK293T-RXFP1 cAMP TR-FRET, 30 min; response scale: percent of porcine relaxin response, buffer zero; Potency, µM (titrated, usually from 57.5 µM), for the others: top-dose activation, most hits filed as activators; hit rate 0.3% among 370,000; further: potency means the concentration at half of the fitted maximal effect; on the % scale 0 is the no-effect control and ±100 the full control effect; nearly all actives have a fitted effect of over 60% in size; many of its hits are not listed in these tables
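cAMP rise read by TR-FRET after 30 min, 37C compound exposure (up to 58 uM) in RXFP1-transfected HEK293 cells with Ro 20174 present. EC50 from Hill-equation fits, with 29 nM porcine relaxin as 100% and buffer as basal.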
D1 agonist = Allosteric Agonists of the Human D1 Dopamine Receptor: qHTS. D(1A) dopamine receptor (Homo sapiens), P21728. HEK293 T-REx D1 cells, calcium flux, agonist mode. activation, % at 2 µM. hit rate 1% among 360,000; in the data active means activation above about 30%; further: 0% is about no effect
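Inducible HEK293 T-REx D1 cells, force-coupled to calcium signalling, were plated at 4000 cells/well with tetracycline and held overnight at 30 C. After no-wash calcium dye loading, compound-evoked calcium rise over 180 s flagged agonists.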
* = called active by the depositor; u = inconclusive; x = not tested or not shown. Unless noted, the call rests on the fitted dose curve; in most records, active means well fitted curve in the direction sought with a large enough effect; inconclusive means small, poorly fitted or top-dose-only effect, or another doubt; inactive means no such curve, though single readings can be large; an effect the other way counts as inactive or inconclusive. Some of the compounds tested. The share of hits here may be higher or lower than overall.

Results follow in this order: GRP78 ERSR act, Vif-APOBEC3F blk, Vif-APOBEC3G blk, RXFP1 antag, D1 PAM, D2 potentiator, D1 antag, RXFP1 agonist, D1 agonist
- O=C(NCc1ccccn1)c1cc(S(=O)(=O)N2CCCCC2)ccc1Cl
    -5%, 0%, 2%, -1, x, 2, -3, -1.0%, 17
- CCCCN(C)S(=O)(=O)c1ccc(C(=O)Nc2sc3c(c2C(=O)OCC)CCN(C(C)C)C3)cc1
    -4%, u, -2%, x, -2, x, 8, -1.0%, 28
- NC1=NC(=O)/C(=C/c2ccccc2OCC(=O)Nc2ccc(F)cc2)S1
    -1%, 11%, 2%, 2, x, x, x, x, x
- CCNC(=S)Nc1ccc2ncoc2c1
    -3%, 10%, 0%, 14, -5, 9, -9, -0.2%, 1
- O=C(COc1ccc(=O)n(-c2ccccc2)n1)Nc1ccccc1
    -3%, 0%, 0%, -11, 0, -1, 1, -0.6%, 0
- O=C(CC1Oc2ccc(Cl)cc2NC1=O)NCc1ccccc1 (centres undefined)
    -1%, 1%, 8%, -25, -4, 2, -13, 0.8%, 4
- Cc1ccc(C(=O)c2cn(Cc3ccccc3C)c3nc(C)ccc3c2=O)cc1
    -2%, 0%, -9%, -16, 0, 0, 8, 2.0%, 7
- O=[N+]([O-])c1cc(-c2nc(-c3ccncc3)no2)ccc1Cl
    1%, -7%, 2%, -17, -11, 4, -20, 2.6%, 3
- COc1ccc(Nc2nc(CN3CCOCC3)nc3sc4c(c23)CCC(C)C4)cc1OC (centres undefined)
    x, x, x, x, -4, 7, 4, 28%, 0
- Cc1csc(NC(=O)CSc2nc(C(C)C)nc3ccccc23)n1
    -3%, 11%, -11%, -10, -8, x, -15, 8.7%, 1
- Cc1cccc(-n2nc(CC#N)c(C#N)c2N)c1
    -4%, 1%, 1%, -2, -10, 3, 17, 2.1%, 1
- CN1CCN(C(=O)c2ccc(-c3ccccc3)cc2)CC1
    0%, 0%, 2%, 0, -4, 6, 12, -0.5%, 1
- COC(=O)c1cc(C#N)c(N2CCOCC2)nc1C
    2%, -21%, -2%, 18, 3, 0, -3, -1.3%, 1
- Cc1cc(C(=O)N(C)CC(=O)Nc2ccc(Cl)c(C(F)(F)F)c2)no1
    -2%, -22%, 1%, -12, -12, 2, -23, -0.8%, 15
- O=C(c1ccco1)N1CCN(C(c2ccccc2F)c2nnnn2CC2CCCO2)CC1 (centres undefined)
    0%, -1%, 4%, 6, 3, -9, 3, 1.3%, 3
- CN(C(=O)CCN1C(=O)C2C3C=CC(C3)C2C1=O)c1ccccc1 (centres undefined)
    -1%, 0%, -2%, -3, 12, 5, 5, 1.0%, 2
- CCOCCCNC(=O)c1ccc(OC(C)=O)cc1
    -5%, -3%, -4%, 11, 2, -5, -6, 0.0%, 4
- CN(CC(=O)Nc1ccc(Cl)c(C(F)(F)F)c1)CC(=O)NC1CCCCC1
    -2%, -5%, 0%, -5, -7, 9, -24, 1.8%, 24
- COc1ccc(Cl)cc1NC(=O)NC(C)C(C)(C)C (centres undefined)
    -3%, 1%, 1%, -14, -5, -19, -26, 2.5%, -1
- Cc1ccc(NC(=O)CN(C)C(=O)/C=C/c2cccs2)cc1
    2%, 3%, -4%, -4, -3, -19, -6, -0.3%, 0
- CCOc1cc(/C=N/NC(=O)COc2nc(C)cc(COC)c2C#N)ccc1O
    -2%, 1%, 2%, -3, -3, -8, 2, 0.7%, -1
- CCc1nnc(NC(=O)CSc2nnc(CNc3cccc(C)c3)n2-c2ccccc2)s1
    -3%, 1%, 1%, 9, -3, -9, -31*, 1.9%, 1
- CCOC(=O)c1c(C)[nH]c(C)c1C(=O)COc1ncnc2cc([N+](=O)[O-])ccc12
    -8%, 0%, -1%, -13, -2, x, 15, 4.0%, 3
- COc1ccc(C(=O)Nc2ccc(C(=O)NCCc3ccccc3)cc2)cc1
    0%, -3%, 0%, 3, -2, 8, -5, -0.2%, 8
- CCCc1cc(=O)[nH]c(SCC(=O)Nc2ccc(Br)cc2Br)n1
    -4%, 1%, 5%, -17, 5, 2, 2, 0.1%, 3
- Clc1ccc(Oc2nc(Oc3ccc(Cl)cc3)nc(N3CCOCC3)n2)cc1
    -6%, -13%, -3%, 4, -5, 6, 4, 2.1%, 6
- O=C(NCC(c1cccnc1)N1CCc2ccccc2C1)c1ccc(F)c(F)c1 (centres undefined)
    -5%, 4%, 4%, -11, 2, 4, -4, 0.3%, 1
- O=S(=O)(NCC1CCCO1)c1ccc(Cl)c2ccccc12 (centres undefined)
    -4%, 0%, 4%, -8, x, x, x, x, x
- Cc1cc(C)cc(Nc2cnn(C34CC5CC(CC(CC(=O)O)(C5)C3)C4)c(=O)c2Cl)c1
    -2%, 2%, -7%, -6, 14, -4, 12, -0.6%, 1
- O=C1c2[nH]nc(-c3ccccc3O)c2C(c2cccc(Cl)c2)N1Cc1cccnc1 (centres undefined)
    1%, 0%, -21%, u, 5, -1, -3, 0.4%, 0

The list goes on, overlapping the part above by five compounds.
Results follow in this order: GRP78 ERSR act, Vif-APOBEC3F blk, Vif-APOBEC3G blk, RXFP1 antag, D1 PAM, D2 potentiator, D1 antag, RXFP1 agonist, D1 agonist
- Clc1ccc(Oc2nc(Oc3ccc(Cl)cc3)nc(N3CCOCC3)n2)cc1
    -6%, -13%, -3%, 4, -5, 6, 4, 2.1%, 6
- O=C(NCC(c1cccnc1)N1CCc2ccccc2C1)c1ccc(F)c(F)c1 (centres undefined)
    -5%, 4%, 4%, -11, 2, 4, -4, 0.3%, 1
- O=S(=O)(NCC1CCCO1)c1ccc(Cl)c2ccccc12 (centres undefined)
    -4%, 0%, 4%, -8, x, x, x, x, x
- Cc1cc(C)cc(Nc2cnn(C34CC5CC(CC(CC(=O)O)(C5)C3)C4)c(=O)c2Cl)c1
    -2%, 2%, -7%, -6, 14, -4, 12, -0.6%, 1
- O=C1c2[nH]nc(-c3ccccc3O)c2C(c2cccc(Cl)c2)N1Cc1cccnc1 (centres undefined)
    1%, 0%, -21%, u, 5, -1, -3, 0.4%, 0
- CN(C)c1nc(NC(C)(C)C)nc(NC(C)(C)C)n1
    3%, 10%, 1%, -5, -4, -9, 8, 2.1%, 2
- CSc1ccc(CCNC(=O)CSc2ccsc2[N+](=O)[O-])cc1
    -3%, x, -11%, -11, x, x, x, 1.5%, x
- CCOC(=O)c1ccc(NC(=O)Nc2c(C)n(C)n(-c3ccccc3)c2=O)cc1
    -5%, -3%, -2%, 1, 5, 5, -21, 1.4%, 0
- CN(C)S(=O)(=O)Oc1ccc(Cl)cc1C(=O)Nc1ccc(F)cc1F
    -1%, 3%, -8%, 3, 3, 16, -2, -3.1%, 5
- Cc1cccc(N2CCN(C(=O)c3cccn4c(=O)c5c(C)c(C)sc5nc34)CC2)c1C
    -3%, 5%, -7%, -1, -1, 0, 2, 0.0%, 0
- COc1ccccc1CNC(=O)C(=O)NCC1CCCN1S(=O)(=O)c1cc(C)ccc1C (centres undefined)
    -2%, -1%, -6%, 5, x, x, x, x, x
- COc1ccc(C)c2sc(NC(=O)CCS(=O)(=O)c3ccccc3)nc12
    4%, 1%, -21%, -30, -23, -7, 5, 5.3%, 0
- Cc1nn(C)cc1CNC(=O)C1CCC(=O)N(CC2CCCCC2)C1 (centres undefined)
    -3%, -2%, 0%, -1, 4, -12, 10, 0.5%, 2
- Cc1ccc(NC(=O)CCN2CCN(CCO)CC2)cc1Br
    -3%, 2%, 0%, -8, -6, -8, 4, -1.9%, 5
- CC(NC(=O)c1cc(S(=O)(=O)N(C)C)ccc1Cl)C1CC2CCC1C2 (centres undefined)
    -5%, 7%, -6%, -4, -2, -5, -1, -0.6%, 0
- CCCCCC(=O)Oc1cccc(N2C(=O)C3CCCCC3C2=O)c1 (centres undefined)
    -3%, 7%, 4%, -34, -8, 2, 6, -2.3%, 0
- CCOC(=O)N1CCC(NC(=O)c2cnn(-c3cccc(Cl)c3C)c2C2CCN(C(=O)OC(C)(C)C)CC2)CC1
    x, x, x, -7, 1, -14, 21, -1.9%, 2
- CCCc1nnc(NC(=O)CCC(=O)N2CCN(CCOc3ccc(C)cc3)CC2)s1
    -3%, 2%, 0%, -12, 2, 11, 5, -0.1%, -1
- CCOC(=O)c1[nH]c2cc3c(cc2c1CCCN1C(=O)c2ccccc2C1=O)OCCO3
    -7%, -4%, 0%, 0, -4, 13, -9, 1.6%, 0
- O=C(NCc1ccc(Cl)cc1)c1ccc(CS(=O)Cc2cccc(Cl)c2)o1 (centres undefined)
    -4%, 2%, -7%, 6, -3, 9, -9, -2.1%, 0
- Cc1ccc(Cl)cc1NC(=O)C1CC(=O)N(C(C)C)C1 (centres undefined)
    -7%, 4%, 2%, -10, 2, 8, -2, -2.2%, 0

Three structures out of the list, arranged by length of the SMILES, lowest first.
Results follow in this order: GRP78 ERSR act, Vif-APOBEC3F blk, Vif-APOBEC3G blk, RXFP1 antag, D1 PAM, D2 potentiator, D1 antag, RXFP1 agonist, D1 agonist
- CCCCCC(=O)Oc1cccc(N2C(=O)C3CCCCC3C2=O)c1 (centres undefined)
    -3%, 7%, 4%, -34, -8, 2, 6, -2.3%, 0
- O=C1c2[nH]nc(-c3ccccc3O)c2C(c2cccc(Cl)c2)N1Cc1cccnc1 (centres undefined)
    1%, 0%, -21%, u, 5, -1, -3, 0.4%, 0
- CCCCN(C)S(=O)(=O)c1ccc(C(=O)Nc2sc3c(c2C(=O)OCC)CCN(C(C)C)C3)cc1
    -4%, u, -2%, x, -2, x, 8, -1.0%, 28
